# Compound activity (PubChem)
# D3 ag: D3 dopamine receptor (human) agonism; P35462; max activation, %; hit rate 0.58% among 410,000; D3R DiscoveRx beta-arrestin cells, luminescence, 90 min; in the data active means max activation above about 30%; further: 0% is about no effect; mostly tested at two doses, the higher about 12 µM
# Target sequence (P35462 whole entry, looked up): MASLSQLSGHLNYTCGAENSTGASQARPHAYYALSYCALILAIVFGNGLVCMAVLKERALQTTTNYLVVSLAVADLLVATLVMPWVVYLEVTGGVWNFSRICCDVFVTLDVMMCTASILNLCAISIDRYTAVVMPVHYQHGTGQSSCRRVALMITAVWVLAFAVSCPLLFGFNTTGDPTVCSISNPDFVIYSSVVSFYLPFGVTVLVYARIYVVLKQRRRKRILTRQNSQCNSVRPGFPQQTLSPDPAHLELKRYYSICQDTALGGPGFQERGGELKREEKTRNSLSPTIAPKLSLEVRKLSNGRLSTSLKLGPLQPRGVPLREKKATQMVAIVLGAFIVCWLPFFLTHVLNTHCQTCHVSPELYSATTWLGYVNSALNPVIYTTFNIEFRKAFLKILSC
#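 Cells at 1500/well, incubated overnight, then treated with pinned compounds (dopamine as control) for 90 min at 37 degrees C. DiscoveRx reagent added for 30 - 60 minutes at room temperature; luminescence read.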
# GLP1R inv ag: acts as inverse agonist at human GLP-1 receptor | P43220 | HEK293 GLP-1R CRE-luciferase, luminescence, 24 h; GLP-1R form is constitutively active | Potency, µM (doses to about 38.3 µM), inactives show top-dose activity change, negative = inhibition, most hits filed as inhibitors | hit rate 1.6% among 410,000; further: potency means the concentration at half of the fitted maximal effect; on the % scale 0 is the no-effect control and ±100 the full control effect; nearly all actives have a fitted effect of over 55% in size
# Target sequence (P43220 whole entry, looked up): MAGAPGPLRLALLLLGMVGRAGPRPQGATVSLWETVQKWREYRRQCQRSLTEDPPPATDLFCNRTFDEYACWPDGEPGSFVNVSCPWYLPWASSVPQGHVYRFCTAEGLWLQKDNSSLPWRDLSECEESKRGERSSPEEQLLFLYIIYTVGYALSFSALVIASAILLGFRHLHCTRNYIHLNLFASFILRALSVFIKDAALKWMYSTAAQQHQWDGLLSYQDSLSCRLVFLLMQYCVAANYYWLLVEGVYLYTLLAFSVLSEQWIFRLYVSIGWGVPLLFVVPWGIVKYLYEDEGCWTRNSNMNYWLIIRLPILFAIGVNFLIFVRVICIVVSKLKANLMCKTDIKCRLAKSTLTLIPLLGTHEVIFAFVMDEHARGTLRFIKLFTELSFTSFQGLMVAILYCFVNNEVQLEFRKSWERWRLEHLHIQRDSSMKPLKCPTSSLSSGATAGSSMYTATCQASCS
#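 Inverse agonism was detected as reduced cAMP-driven luciferase luminescence after 24 h compound treatment. The cells were HEK293 clones expressing constitutively active human GLP-1R with the reporter. Reporter-only and GPR119 cell lines served as counterscreen controls.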
# HEK293 tox: cytotoxicity counter-screen for GLP-1 receptor inverse agonists. hit rate 0.13% among 410,000. Potency, µM (series often up to 38.3 µM), inactives show at the highest dose activity change, negative = inhibition, usual class: inhibitors. AID 624418. HEK293 cAMP-luciferase reporter cells, luminescence, 24 h;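 further: loss of luciferase light is scored as toxicity; potency means the concentration at half of the fitted maximal effect; on the % scale 0 is the no-effect control and ±100 the full control effect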
#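 1536-well qHTS counterscreen of the MLSMR; 200 cells/uL, 12 h pre-incubation, 23 nL cpd, 24 h at 37 deg C 5% CO2, luciferase detection reagent, 12 min RT, luminescence. Inhibition = undesired.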
# The depositor's hits bear a star; ? = inconclusive; nt = not tested or not shown; [ ] = another dose, or the depositor's remark. Unless noted, the call rests on the fitted dose curve; in most records, active means well fitted curve in the direction sought with a large enough effect; inconclusive means small, poorly fitted or top-dose-only effect, or another doubt; inactive means no such curve, though single readings can be large; an effect the other way counts as inactive or inconclusive.
SMILES,D3 ag,GLP1R inv ag,HEK293 tox
O=C(CSc1nc2ccccc2n1Cc1cccc(C(F)(F)F)c1)NCc1ccccc1,-4,?,-15%
Cc1c(-c2nc(-c3ccccc3)no2)nnn1-c1ccc(F)c(Cl)c1,18,5%,2%
Cc1cccc(S(=O)(=O)c2cn(Cc3ccccc3)c3cc(N4CCCC(C)C4)c(F)cc3c2=O)c1 (configuration not stated),0,-14%,-2%
COc1ccc(CNC(=O)c2oc3c(c2C)-c2nn(Cc4ccccc4Cl)cc2CC3)cc1,-6,?,-4%
Cc1ccc2[nH]c(=O)c3cc(C(=O)NCCc4ccc(Cl)cc4)sc3c2c1,-4,1%,2%
COc1ccc(C)cc1NC(=O)C1CCN(S(=O)(=O)c2ccc3[nH]c4c(c3c2)CCCCC4)CC1,1,-26%,-1%
COc1ccc(-c2oc3ncn4nc(COc5ccc(Cl)cc5)nc4c3c2-c2ccc(OC)cc2)cc1,-1,3%,7%
Cc1ccc(-n2ncc3c(NC4CCCCC4)ncnc32)cc1C,3,?,-5%
CCc1cccc(C)c1NC(=O)Nc1csc2c1CCCC2,-12,-6%,-1%
Cc1ccccc1N1CC(C(=O)Nc2ccc(Br)cc2)CC1=O (configuration not stated),-2,?,-9%
Cc1ccc(NC(=O)c2nc(S(C)(=O)=O)ncc2N(Cc2ccco2)Cc2cccs2)cc1C,-2,?,-1%
CCOc1ccc(-c2nonc2NC(=O)c2oc3cc(C)ccc3c2C)cc1OCC,-1,9%,0%
CCc1cnc2c(c1SCC(=O)Nc1ccc(Cl)cc1)c(=O)n(C)c(=O)n2C,-3,3%,9%
CCc1ccc(-n2cnc3cc(C(=O)NCc4ccc(C)cc4)ccc32)cc1,-1,?,13%
O=C(NCC(c1cccs1)S(=O)(=O)c1cccs1)c1ccc(C(F)(F)F)cc1 (configuration not stated),5,?,-8%
Oc1c(C(c2ccccc2F)N2CCCC2)sc2nc(-c3ccco3)nn12 (configuration not stated),2,-4%,3%
Cc1cccc(-c2nn3c(=O)cc(CN4CCN(S(=O)(=O)c5ccc(Cl)cc5)CC4)nc3s2)c1,4,14%,7%
Cc1ccccc1Nc1cc(C(=O)NCCc2ccc(Cl)cc2)c2ccccc2n1,0,?,4%
COc1ccccc1CNc1nc(-c2ccco2)nn1C(=O)c1cc(OC)c(OC)c(OC)c1,8,9%,4%
CCc1ccc2oc(-c3ccc(NC(=O)c4cc5ccccc5o4)cc3)nc2c1,1,4%,2%
COc1cc(NC(=O)CSc2nc3ncccc3o2)cc(OC)c1,0,11%,6%
Cc1oc(-c2cccc(Cl)c2)nc1CSCC(=O)NCc1ccccc1Cl,4,?,-3%
CCOC(=O)c1ccc(Nc2cc(-c3ccccc3)nc(C)n2)cc1,10,11%,-4%
Cc1cccc(NC(=O)CSc2nc(=O)n(Cc3cccnc3)c3c2CCC3)c1C,5,17%,-4%
CC(=O)c1cccc(NS(=O)(=O)c2cc3c(cc2C)n(C)c(=O)c(=O)n3C)c1,0,10%,0%
CSc1ncc(Cl)c(C(=O)N(Cc2ccccc2Cl)C2CCS(=O)(=O)C2)n1 (configuration not stated),-1,2%,3%
Cc1ccc(-c2noc(-c3cccnc3NCc3ccco3)n2)cc1,1,29%,9%
COc1cccc(/C=C/c2nc3ccccc3c(=O)n2-c2ccc(C)c(C)c2)c1OC,-1,?,-5%
CCOc1cc(C(=O)NCc2ccc3c(c2)CCN3C(=O)c2ccc(F)cc2)cc(OCC)c1OCC,8,22%,10%
CCOc1ccc(CN(C(=O)c2nc(SC)ncc2Cl)C2CCS(=O)(=O)C2)cc1 (configuration not stated),-5,3%,6%
Cc1ccc(N2CCN(C(=O)c3c(C)oc4ncn(CC(C)C)c(=O)c34)CC2)c(C)c1,6,-21%,-8%
Cc1ccc(C)c(CNC(=O)C2CCCCN2S(=O)(=O)c2ccc(F)cc2)c1 (configuration not stated),-13,?,-13%
COc1cc2[nH]c(=O)n(CCCCCC(=O)N3CCN(c4ccc(Cl)cc4)CC3)c(=O)c2cc1OC,-11,-5%,9%
Cc1cccc(OCCCn2c(CCNC(=O)C(C)(C)C)nc3ccccc32)c1,7,?,-10%
COc1ccc(-c2[nH]ncc2C(=O)NCc2cccc(F)c2)cc1,1,16%,1%
CN(C)c1ccc(CNC(=O)C(Cc2ccccc2)NS(=O)(=O)c2ccc3c(c2)oc(=O)n3C)cc1 (configuration not stated),14,5%,-5%

# Shown with values under each structure: 6 of the compounds above
# Each structure is followed by: D3 ag | GLP1R inv ag | HEK293 tox
- Cc1ccc(NC(=O)c2nc(S(C)(=O)=O)ncc2N(Cc2ccco2)Cc2cccs2)cc1C
→ -2 | ? | -1%
- Cc1ccc(-n2ncc3c(NC4CCCCC4)ncnc32)cc1C
→ 3 | ? | -5%
- COc1ccc(CNC(=O)c2oc3c(c2C)-c2nn(Cc4ccccc4Cl)cc2CC3)cc1
→ -6 | ? | -4%
- COc1ccc(-c2oc3ncn4nc(COc5ccc(Cl)cc5)nc4c3c2-c2ccc(OC)cc2)cc1
→ -1 | 3% | 7%
- O=C(CSc1nc2ccccc2n1Cc1cccc(C(F)(F)F)c1)NCc1ccccc1
→ -4 | ? | -15%
- Cc1cccc(-c2nn3c(=O)cc(CN4CCN(S(=O)(=O)c5ccc(Cl)cc5)CC4)nc3s2)c1
→ 4 | 14% | 7%

# Further compounds:
SMILES,D3 ag,GLP1R inv ag,HEK293 tox
CCOC(=O)c1cc(-c2ccccc2)n(CCCC(=O)Nc2ccccc2C)c1C,-2,?,-10%
O=C(Nc1cccc(C(F)(F)F)c1)c1cc2nc(-c3ccc4c(c3)OCO4)cc(C(F)(F)F)n2n1,7,4%,50%[activator]
COc1ccc(C2(CNC(=O)C(=O)Nc3ccccc3C)CCCC2)cc1OC,2,?,8%
COc1ccc(CNC(=O)c2ccc3c(c2)CCN3S(=O)(=O)c2ccc(Cl)cc2)cc1,8,2%,2%
CCN(CC)CCN(C(=O)c1ccco1)c1nc2c(C)cccc2s1,-23,41%[activator],-32%
COc1ccc(-c2[nH]ncc2C(=O)NCc2cccc(Cl)c2)cc1,0,-3%,1%
Cc1ccc(OCC(=O)NCC(c2ccc(Cl)cc2)N2CCOCC2)cc1C (configuration not stated),4,-5%,-4%
COC(=O)c1c(NC(=O)c2cc(OC)c(OC)c(OC)c2Br)sc2c1CCC(C)C2 (configuration not stated),6,10%,-14%
CC(=O)N1CCCc2cc(S(=O)(=O)N3CCC(C(=O)NCc4ccc(C)cc4)CC3)ccc21,4,4%,4%
COc1ccc(Cl)cc1NC(=O)CN1C(=O)C(C)(C)c2cc(S(=O)(=O)N3CCCCC3)ccc21,6,11µM*,-20%
COc1cc(OC)cc(-n2c(=O)c3ccccc3n(CC(=O)NCCc3ccc(OC)c(OC)c3)c2=O)c1,-3,-3%,-1%
CC(C)Nc1cc(N2CCN(C3CCCCC3)CC2)c2noc3c2c1C(=O)c1ccccc1-3,-8,-4%,-6%
COc1cccc(-n2cc(C(=O)Nc3cc(OC)c(OC)c(OC)c3)c3ccccc3c2=O)c1,-14,3%,-14%
CC(C)c1ccc2c(c1)-c1ccccc1S(=O)(=O)N2CC(=O)N1CCCCC1,-9,?,-7%
Cc1ccc(Cl)cc1NC(=O)CN1C(=O)CSc2ccc(S(=O)(=O)N3CCCC3)cc21,-10,-19%,-6%
COc1ccc(-c2nc3scc(CCNS(=O)(=O)c4cccc(C(C)=O)c4)n3n2)cc1,7,9%,-6%
COc1ccc(NC(=O)Nc2cccc(OCc3cc(=O)n4cccc(C)c4n3)c2)c(OC)c1,1,-17%,13%
Cc1ccc(C)c(OCc2nc3ccccc3n2C)c1,6,-27%,-1%
COc1ccc(-c2cc3ccc(O)c(CN4CCN(C)CC4)c3oc2=O)cc1OC,2,-5%,nt
Cc1cc(S(=O)(=O)C(CNC(=O)c2ccc(F)c(F)c2)c2cccs2)ccc1F (configuration not stated),11,15%,1%
O=C(CSc1nc2ccccc2c2nc(-c3ccccc3)nn12)Nc1ccc(F)cc1,3,4%,-3%
COc1cccc(NC(=O)C2CCN(S(=O)(=O)c3c(C)noc3/C=C/c3cccs3)CC2)c1,8,?,3%
CCOc1ccc(NC(=O)Cc2csc(COc3cccc(C)c3)n2)cc1,3,6%,-1%
CCOC(=O)COc1ccc(C2C(C(=O)OC)=C(C)NC3=C2C(=O)c2ccccc23)cc1Cl (configuration not stated),-17,14%,-14%
CN1C(=O)C2(SCC(=O)N2c2ccc(Cl)cc2)c2ccccc21 (configuration not stated),0,-6%,-5%
COc1ccc(-c2cnnn2-c2ccc(NC(=O)c3c(F)cccc3F)cc2)cc1,-1,-9%,8%
CCN(CC)c1ccc(NC(=O)CN2C(=O)c3cccnc3Oc3ccccc32)c(C)c1,-9,17%,3%
Cc1ccc(OCC(=O)Nc2ccc(S(=O)(=O)Nc3cc(C)on3)cc2)c(Br)c1,-20,10%,14%
Cc1ccc(NC(=O)c2cnc(SCC(=O)N3CCOCC3)n(C)c2=O)cc1C,4,-20%,5%
CCN(CC)c1ncnc2c1cnn2-c1cc(Cl)ccc1C,-6,-23%,-8%
O=C(Nc1ccccc1C(F)(F)F)c1cc2ccccn2n1,-5,-15%,2%
COc1cc(OC)c(NC(=O)c2cc(S(=O)(=O)N3CCCC3)cn2C)cc1Cl,-1,10%,1%
CC(=O)Nc1ccc(NC(=O)C2CCN(c3c(NC(C)=O)c(C)nn3-c3ccccc3)CC2)cc1,-6,23%,-4%
CCCOc1ccc(CNC(=O)Cn2cc3c(n2)-c2c(oc(C(=O)N4CCOCC4)c2C)CC3)cc1,4,1%,-4%
CC(C(=O)NCc1cccc(Br)c1)n1ncn2cccc2c1=O (configuration not stated),0,-4%,8%
Cc1cc(C)c(/C=C/c2onc(C)c2S(=O)(=O)N2CCC(C(=O)NCc3ccco3)CC2)c(C)c1,9,?,-4%
COc1cccc(Nc2sc(C(=O)c3ccc(Cl)cc3)c(N)c2C(=O)NCCc2ccc(OC)c(OC)c2)c1,7,?,-6%
Cc1cccc(N2CCN(C(=O)CN3C(=O)CSc4c3c(C)nn4-c3ccccc3)CC2)c1C,8,6%,-6%
Cc1nn(C)c2c1c(-c1ccccc1)cc(=O)n2Cc1ccc(F)cc1Cl,6,6%,10%
CC(=O)N1CCN(c2csc3ccc(Br)cc3c2=O)CC1,1,0%,1%
COc1ccccc1N1CCN(C(=O)c2nn(-c3ccc(C)cc3)c(=O)n(C)c2=O)CC1,-7,-10%,-3%
Cc1ccc(Nc2nc3ccccc3c3nnc(C)n23)cc1Cl,1,15%,7%
O=C(NCc1ccc(Cl)cc1)C1CCN(S(=O)(=O)Cc2ccccc2)CC1,0,0%,-6%
CC(C)OC(=O)c1cccnc1SCC(=O)Nc1ccc(C(F)(F)F)cc1Cl,1,13%,15%
COc1ccc(NC(=O)CCCn2c(=O)c3cccn3c3ccccc32)c(OC)c1,1,15%,-15%
CCOc1cccc(CNC(=O)c2ccc(N3CCCC3)c(NC(=O)NCc3ccc(F)cc3)c2)c1,7,-2%,-1%
COc1cc2c(cc1OC)C(COc1ccc3c(C)cc(=O)oc3c1)N(C(=O)c1ccccc1C)CC2 (configuration not stated),-4,6%,14%
COc1ccc(OCC(=O)Nc2ccccc2C(=O)OCc2cc(=O)n3nc(C)sc3n2)cc1,8,0%,-5%
COc1ccc(-c2nc3ccccc3n2Cc2ccc(Cl)cc2)cc1,-17,10µM*,-2%
CCOc1ccc(NC(=O)c2sc3nc4c(cc3c2N)CCCCCC4)cc1,-8,-12%,6%
Cc1ccc(OCC(=O)NCC2(N(C)C)CCCCC2)cc1C,-10,-27%,27%
O=S(=O)(Nc1ccc(-c2ccc(N3CCCCCC3)nn2)cc1)c1cccc(C(F)(F)F)c1,-6,12%,0%
CCN(CC)S(=O)(=O)c1ccc2oc(C(=O)Nc3ccc(Br)cc3F)c(C)c2c1,-2,1%,1%
CS(=O)(=O)N1CCc2cc(C(=O)Nc3ccc(C(F)(F)F)cc3)ccc21,-22,-14%,-18%
CCOC(=O)c1c(NC(=O)CS(=O)(=O)c2ccc(C)cc2)sc2c1CCCCC2,-8,-6%,7%
Cc1ccc(CNC(=O)CN2C(=O)CC(c3ccc(C)c(C)c3)=Nc3ccccc32)cc1,0,-8%,1%
CC(C)NC(=O)c1ccc(NC(=O)N2CCCCc3ccccc32)cc1,-7,7%,9%
COc1ccc(C)cc1NC(=O)CSc1nc(=O)n(Cc2ccccn2)c2c1CCC2,-14,2%,-11%
CC(=O)Nc1cccc(NC(=O)c2cc3c(=O)n4cccc(C)c4nc3n2C)c1,-3,-1%,13%

# Some of the entries so far, with bars between the fields:
Structure | D3 ag | GLP1R inv ag | HEK293 tox
CCN(CC)S(=O)(=O)c1ccc2oc(C(=O)Nc3ccc(Br)cc3F)c(C)c2c1 | -2 | 1% | 1%
CS(=O)(=O)N1CCc2cc(C(=O)Nc3ccc(C(F)(F)F)cc3)ccc21 | -22 | -14% | -18%
CCOC(=O)c1c(NC(=O)CS(=O)(=O)c2ccc(C)cc2)sc2c1CCCCC2 | -8 | -6% | 7%

# A portion of the library, so the mix of outcomes need not match the whole.
